# GPR151 ag – human GPR151 activation | Q8TDV0 | AID 1508602 | hit rate 1% among 650,000 | activation, % at 11.2 µM | PathHunter beta-arrestin GPR151 cells, luminescence; in the data active = activation above about 4.9%;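 also: 0% = median of compound wells and 100% = cells with positive control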
# TEAD-YAP inh – TEAD-YAP interaction inhibition; hit rate 1.4% among 640,000; AID 1259422; HEK-TIYL cells, TEAD-Gal4/YAP UAS-luciferase luminescence; inhibition, % at 9.12 µM; in the data active = inhibition above about 32%;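 also: 0% = median of test compound wells and 100% = reference inhibitor wells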
# FBW7 act – activators of human E3 ligase FBW7; Q969H0; AlphaScreen FBW7–phospho-cyclin E peptide binding, activator screen; AID 1259310; normalized activity (activation), % at 26.1 µM; hit rate 0.13% among 650,000; in the data active = normalized activity above about 1.9%;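 also: purified mutant Fbw7 with reduced substrate affinity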
# Target sequence (Q969H0 whole entry, looked up): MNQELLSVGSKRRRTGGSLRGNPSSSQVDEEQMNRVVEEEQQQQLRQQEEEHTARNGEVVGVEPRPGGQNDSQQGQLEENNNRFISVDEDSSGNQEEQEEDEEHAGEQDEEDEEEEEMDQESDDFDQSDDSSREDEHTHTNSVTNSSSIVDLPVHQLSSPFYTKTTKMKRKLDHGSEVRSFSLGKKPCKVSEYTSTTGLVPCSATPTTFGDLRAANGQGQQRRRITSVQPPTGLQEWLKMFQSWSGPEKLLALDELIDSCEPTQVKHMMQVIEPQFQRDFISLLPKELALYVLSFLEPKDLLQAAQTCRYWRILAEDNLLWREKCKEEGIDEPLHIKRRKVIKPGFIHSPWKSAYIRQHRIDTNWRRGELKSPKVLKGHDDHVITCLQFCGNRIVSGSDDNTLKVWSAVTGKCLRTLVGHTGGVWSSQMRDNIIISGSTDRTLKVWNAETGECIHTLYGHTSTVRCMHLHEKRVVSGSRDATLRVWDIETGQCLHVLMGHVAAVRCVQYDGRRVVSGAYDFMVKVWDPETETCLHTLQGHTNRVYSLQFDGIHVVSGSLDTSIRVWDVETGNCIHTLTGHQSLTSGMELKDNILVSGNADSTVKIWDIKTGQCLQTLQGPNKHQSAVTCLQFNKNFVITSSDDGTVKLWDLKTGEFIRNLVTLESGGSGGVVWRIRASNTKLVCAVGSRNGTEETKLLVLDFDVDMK
# MITF primary – blocks human microphthalmia-associated transcription factor | O75030 | AlphaScreen MITF homodimerization, bead proximity signal | inhibition, % at 2.6 µM | hit rate 0.91% among 650,000; in the data active = inhibition above about 50%;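 also: 0% = vehicle wells with protein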
# * hit, by the source's call; & = joins results of further samples.
SMILES,GPR151 ag,TEAD-YAP inh,FBW7 act,MITF primary
Cc1c(Cl)cccc1NC(=O)c1oc2ccc(S(=O)(=O)N3CCOCC3)cc2c1C,0.7,7.2,0.1,8.2
COc1ccc(-n2c(O)c(C=Nc3ccccc3)c3ccccc3c2=O)cc1,-0.4&-0.7,-1.9&-6.7,0.0&0.2,-1.5&3.8
COc1ccc([N+](=O)[O-])cc1NC(=O)CCN1CCN(c2cccc(C(F)(F)F)c2)CC1,0.3,-1.1,-0.1,8.9
COc1cc(OC)cc(C(=O)NC(=S)Nc2ccccc2[N+](=O)[O-])c1,-2.1,9.7,0.6,17.0
CC(C)c1nc2ccccc2c2nn(CCC(N)=O)c(=O)n12,-0.1,-3.6,0.1,-0.3
Cc1ccc(CSCCNC(=O)CN(c2cc(C(F)(F)F)ccc2Cl)S(C)(=O)=O)cc1,0.9,-8.9,-0.2,4.0
Cc1ccc(CN2CCN(Cc3cn[nH]c3-c3cccc(F)c3)CC2CCO)o1 (centres undefined),-1.0,-7.8,0.1,-7.4
CN1CCN(S(=O)(=O)c2ccc3c(c2)NC(=O)CC(=O)N3)CC1,-1.7,1.1,0.8,12.8
CN(CCc1ccccc1)C1CCCN(Cc2ccon2)C1 (centres undefined),0.0,-13.3,0.0,3.7
CC(=O)Nc1ccc2oc(-c3cccc(I)c3)nc2c1,-1.6,-58.4,0.2,5.7
Cc1cc(Cl)ccc1NC(=O)CSC1CCCC1,-0.8,-2.8,0.1,-9.3
CC(C)(N)COc1ncccc1C(=O)Nc1ccc2[nH]ncc2c1,-1.4,-11.0,0.5,43.0
COc1ccc2nc(SCC(=O)Nc3ccc(C(C)C)cc3)n(S(=O)(=O)c3ccc(Cl)cc3)c2c1,-0.4,1.1,-0.1,2.1
COc1ccc(NC2=C(C(=O)c3ccccc3)N(C)S(=O)(=O)c3ccccc32)cc1,-0.6,-14.3,-0.4,21.8
CCCOc1ccc(C(=O)Cc2ccccc2)cc1,-4.0,-16.8,0.1,-3.5
Cc1nc2c(C(=O)N3CCCC3)cnn2c(C)c1Cc1ccccc1,0.4,-40.3,-0.1,-4.0
O=C(CNc1ccccc1)N1c2ccccc2Sc2ccccc21,-0.6,-1.6,-0.1,2.9
O=C(Nc1ccccc1C(F)(F)F)c1cc(S(=O)(=O)N2CCOCC2)ccc1F,0.1,-6.7,0.2,-31.7
O=S(=O)(NCc1csc(-c2ccccc2)n1)c1ccc(Cl)cc1,-0.3,1.0,0.1,0.9
CNC(=O)Cn1cc(C#N)c2ccccc21,0.3,-6.1,0.1,-7.8

# 4 of these compounds, reformatted.
O=C(Nc1ccccc1C(F)(F)F)c1cc(S(=O)(=O)N2CCOCC2)ccc1F
  GPR151 ag: 0.1; TEAD-YAP inh: -6.7; FBW7 act: 0.2; MITF primary: -31.7

COc1ccc(-n2c(O)c(C=Nc3ccccc3)c3ccccc3c2=O)cc1
  GPR151 ag: -0.4&-0.7; TEAD-YAP inh: -1.9&-6.7; FBW7 act: 0.0&0.2; MITF primary: -1.5&3.8

O=C(CNc1ccccc1)N1c2ccccc2Sc2ccccc21
  GPR151 ag: -0.6; TEAD-YAP inh: -1.6; FBW7 act: -0.1; MITF primary: 2.9

Cc1ccc(CSCCNC(=O)CN(c2cc(C(F)(F)F)ccc2Cl)S(C)(=O)=O)cc1
  GPR151 ag: 0.9; TEAD-YAP inh: -8.9; FBW7 act: -0.2; MITF primary: 4.0

# Back to the main list; the two compounds before the break are reprinted first.
SMILES,GPR151 ag,TEAD-YAP inh,FBW7 act,MITF primary
O=S(=O)(NCc1csc(-c2ccccc2)n1)c1ccc(Cl)cc1,-0.3,1.0,0.1,0.9
CNC(=O)Cn1cc(C#N)c2ccccc21,0.3,-6.1,0.1,-7.8
CCNC(=O)C(=O)Nc1nc(-c2ccccc2)cs1,-0.4,-35.5,0.0,4.0
COc1ccc(OC)c(C(=O)C(C)=O)c1,-0.5,-0.1,0.2,21.2
O=C(Cn1nnc2ccccc21)NC1(c2ccc3c(c2)OCO3)CCCC1,1.9,-10.9,0.1,9.7
Cc1ccccc1C(=O)NC(=S)Nc1cccc(-c2nc3ccccc3o2)c1,0.0,-11.9,0.1,11.5
Oc1c(Br)cc2oc3c(c2c1/C=N/n1cnnc1)CCCC3,0.8,15.9,0.3,11.0
O=C(Nc1ccc(Cl)c2ncsc12)c1ccc(Br)cc1,0.0,-47.0,0.8,-0.6
O=C(NCc1ccccc1)c1cccc(NCCCN2CCCC2=O)c1,-0.4,1.1,0.0,16.9
Cc1noc(C)c1S(=O)(=O)N1CCCC(C(=O)Nc2cccnc2)C1 (centres undefined),-0.4,3.9,-0.1,-1.7
Cc1ccc2c(c1)N(C(=O)CCC(=O)Nc1cc(F)ccc1F)CC(C)O2 (centres undefined),0.3,-8.4,-0.2,-1.1
Fc1ccc(C2=NN(c3cccc(F)c3)C(c3cccs3)C2)cc1 (centres undefined),-0.7,1.7,1.2,-14.1
COc1ccc(C(=O)N/C(=C\c2cc(OC)c(OC)cc2[N+](=O)[O-])C(=O)NCCO)cc1,0.5,2.5,-2.0,-8.6
C=CCN1C(=O)S/C(=C/c2ccc(OCc3cccc(C(=O)O)c3)c(OC)c2)C1=O,3.7,-11.6,0.2,15.8
COc1ccc(OCCOc2ccc(/C=C3/C(=N)N4N=C(C(C)C)SC4=NC3=O)cc2OC)cc1,-1.0,5.8,-0.2,-2.3
Cc1cccc(N2C(=O)c3ccc(C(=O)Nc4ccccn4)cc3C2=O)c1,-5.4,0.0,0.0,1.7
CC(=O)N1CCc2cc(Br)cc(S(=O)(=O)NCCN3CCCCC3C)c21 (centres undefined),-0.4,9.0,0.0,-6.4
Cc1nc(C)c(-c2ccc(SCC(=O)Nc3cccc([N+](=O)[O-])c3)nn2)s1,-0.2,-9.3,0.1,-0.3
CCOc1ccc(Br)cc1S(=O)(=O)N(C)C1CCCCC1,1.3,3.6,0.1,9.8
O=C(N/N=C/c1ccc(O)cc1)c1ncn[nH]1,-4.5,9.7,0.0,20.1
NS(=O)(=O)c1ccc(NC(=O)CCCN2C(=O)c3cccc4cccc(c34)C2=O)cc1,0.4,8.8,-0.4,-2.7
Cc1ccccc1N1C(=O)c2cccc3cc([N+](=O)[O-])cc(c23)C1=O,0.0,0.8,-0.2,10.7
O=Cc1ccc(OCCOC(=O)Nc2cccc(Cl)c2)cc1,-0.7,-10.6,-0.1,8.9
COc1ccc(-c2noc(CN(C(=O)c3ccc(OC(C)=O)cc3)C(C)C)n2)cc1OC,-0.7,-0.6,0.8,22.3
C=CCOc1cccc(CNCCc2ccc(S(N)(=O)=O)cc2)c1,0.6,-5.1,-0.2,-7.3
O=C(O)c1ccc2c(c1)C1C=CCC1C(c1ccccc1F)N2 (centres undefined),0.5,4.0,-0.2,56.0*
CN(CC1Cc2ccccc2O1)C(=O)COc1ccc(N2CCCC2)nn1 (centres undefined),-0.1,5.6,0.1,5.0
O=C(CSc1nc(-c2ccccc2)cn1-c1ccc(F)cc1)Nc1ccccc1,-0.1,-5.8,-0.1,-0.1
CCCCCCOc1ccccc1/C=N\NC(=O)c1cccnc1,0.0,-11.5,0.1,13.2
COc1ccc(C(C)C)cc1S(=O)(=O)N1CCc2ccccc2C1,0.1,0.6,-0.1,0.8
COC(=O)NNC(=O)CCCSc1nc2ccccc2[nH]1,0.4,4.6,-0.1,-9.9
CC(=O)NC(CC(C)C)c1nnc2n1CCN(C(=O)c1sc(C)nc1C)CC2 (centres undefined),4.9,2.9,-0.1,2.9
COc1ccc(-c2noc(-c3nnn(-c4ccc(C)cc4)c3N)n2)cc1,-0.2,-4.2,-0.1,-0.6
CCN(CC)c1nc(NCc2nc3ccccc3[nH]2)nc(N2CCCC2CO)n1 (centres undefined),2.0,3.7,0.0,13.6
O=C(CCc1nnc(CCCCc2ccccc2)o1)N1CCC(N2CCCC2)CC1,-0.7,-1.6,0.0,1.6
O=C(Nc1cccc2nsnc12)c1cnsn1,-1.4,2.1,0.0,3.0
COC(=O)/C=C1\SC(=Nc2ccc(OC)cc2)NC1=O,-1.0,-8.4,0.0,-1.6
CSc1nc2cc(Oc3cccc(Cl)c3Cl)c(Cl)cc2[nH]1,-0.5&-1.4,4.7&-3.9,0.2&-0.1,21.2&-6.9
COc1ccc(-c2noc(CNC(=O)c3ccccc3C)n2)cc1,1.9,9.3,-0.1,6.1
CC(C)N1CCN(C(=O)c2ccncc2)CC1,-0.8,1.3,-0.1,78.0*
Cc1ccc(-c2nc3ccccc3[nH]2)cc1NC(=O)c1ccc(Cl)c([N+](=O)[O-])c1,0.5,-6.6,0.1,9.5
COc1ccc(S(=O)(=O)N2CCCN(Cc3ccccc3C)CC2)cc1,0.0,2.3,0.0,-4.0
COc1ccc(C2Nc3ccccc3C(=O)N2c2ccc3ccccc3c2)cc1 (centres undefined),-5.6,64.4*,-0.3,-5.0
CCSc1ncc(Cl)c(C(=O)Nc2sc3c(c2C(=O)NC)CCCC3)n1,1.9,-5.7,0.1,1.2
CC(C)(C)NC(=O)NC(=O)COC(=O)c1ccc([N+](=O)[O-])cc1,-0.7,0.8,-0.1,9.1
CC(C)(C)c1ccc(-c2nnc3s/c(=C\c4ccccc4Cl)c(=O)n23)cc1,-0.7,-21.8,0.1,9.6
O=C(O)COc1ccc(/C=C2\NC(=O)N(Cc3ccc(Cl)cc3)C2=O)cc1I,0.0,0.7,-0.2,3.1
COc1ccc(CCNC(=O)CSc2nnc3[nH]c(=O)cc(C)n23)cc1OC,-0.1,6.9,0.0,5.4
O=C1OC(/C=C/c2cccc(Cl)c2Cl)=NC/1=C\c1ccccc1F,0.6,-2.8,0.0,4.6
N#CC1=C(N)Oc2n[nH]c(-c3ccncc3)c2C1c1ccncc1 (centres undefined),0.2,-1.2,0.0,13.3
O=C(CCCO)c1ccc2c(c1)OCCO2,0.5,-8.7,0.0,-6.6
COc1cc(/C=C2/C(=N)N3OC(C)=CC3=NC2=O)cc(Cl)c1OC(=O)c1cccs1,1.7,-4.1,0.0,1.9
Cc1cccc(-c2nnc(C3CCN(S(=O)(=O)c4ccc(F)c(C)c4)CC3)o2)c1,4.2,1.4,0.0,-2.6
CN1C(=O)N(C)C2(c3ccccc3)Nn3c(s/c(=C/c4ccccc4Br)c3=O)=NC12c1ccccc1 (centres undefined),-0.2,5.5,0.1,-0.4
COCCNC(=O)Cn1c(=O)oc2cc(Cl)ccc21,-1.7,-3.0,0.8,-11.3
CC(/C(O)=C(\C#N)c1nc2ccccc2s1)N1C(=O)c2ccccc2C1=O (centres undefined),-0.3,-8.2,0.0,-12.5
COc1ccc(Br)c(C(=O)Nc2ccc3c(c2)N(C(=O)C2CCCC2)CC3)c1,-0.1,0.1,-0.1,11.6
O=C(Nc1cc(Nc2cccc(Oc3ccccc3)c2)ccn1)C1CCOC1 (centres undefined),-1.7,-1.9,0.2,9.2
COc1ccccc1/C=C/C=C(\C#N)C(=O)NC1CCCCC1C (centres undefined),-0.7,5.4,0.0,9.8
CC1=C(C)/C(=N\OC(=O)c2cccc(C)c2)C=CC1=O,2.8,-35.3,-0.1,-7.4
CCCOC(=O)c1ccc(Nc2c(C(=O)OCC)cnc3ccc(OC)cc23)cc1,0.2,13.3,0.0,6.8
Cc1ccc(C(=O)Nc2ncc(C)s2)c(C)c1,-3.6,80.2*,0.2,6.3
COc1ccc(C2=NN(S(=O)(=O)c3ccccc3)C(c3ccc(Br)cc3)C2)cc1 (centres undefined),0.6,9.5,-0.1,-4.4
